Compound activity: PubChem BioAssay, National Center for Advancing Translational Sciences (NCATS)
SNCA viab count = GF-AFC viability counterscreen for inhibitors of alpha-synuclein gene (SNCA) expression. HEK-293-SNCA-luc viability, GF-AFC fluorescence, 24 h. Potency, µM (highest dose often 57.1 µM), for inactives: at the top dose activity change, negative = cytotoxicity, usual class: cytotoxic. hit rate 0.12% among 150,000;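 further: potency means the concentration at half of the fitted maximal effect; 0% = DMSO-treated cells and -100% = medium-only wells without cells; nearly all actives have a fitted effect of over 30% in size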
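Cytotoxicity counterscreen: after 24 h compound treatment of genome-edited SNCA-luciferase HEK-293 cells, live-cell protease substrate GF-AFC read by fluorescence after 30 min; activity scaled between DMSO (0%) and medium-only (-100%), curves Hill-fitted.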
FLuc inh = Firefly luciferase inhibition profiling of diverse chemical library using quantitative high-throughput screening; Potency, µM (top dose mostly 115 µM), inactives show at the highest dose activity change, negative = inhibition, usual class: inhibitors; AID 1347043, 2019; hit rate 2.5% among 76,000; purified P. pyralis luciferase, luminescence, biochemical; further: potency means the concentration at half of the fitted maximal effect; nearly all actives have a fitted effect of over 65% in size
Target sequence (P08659 whole entry, looked up): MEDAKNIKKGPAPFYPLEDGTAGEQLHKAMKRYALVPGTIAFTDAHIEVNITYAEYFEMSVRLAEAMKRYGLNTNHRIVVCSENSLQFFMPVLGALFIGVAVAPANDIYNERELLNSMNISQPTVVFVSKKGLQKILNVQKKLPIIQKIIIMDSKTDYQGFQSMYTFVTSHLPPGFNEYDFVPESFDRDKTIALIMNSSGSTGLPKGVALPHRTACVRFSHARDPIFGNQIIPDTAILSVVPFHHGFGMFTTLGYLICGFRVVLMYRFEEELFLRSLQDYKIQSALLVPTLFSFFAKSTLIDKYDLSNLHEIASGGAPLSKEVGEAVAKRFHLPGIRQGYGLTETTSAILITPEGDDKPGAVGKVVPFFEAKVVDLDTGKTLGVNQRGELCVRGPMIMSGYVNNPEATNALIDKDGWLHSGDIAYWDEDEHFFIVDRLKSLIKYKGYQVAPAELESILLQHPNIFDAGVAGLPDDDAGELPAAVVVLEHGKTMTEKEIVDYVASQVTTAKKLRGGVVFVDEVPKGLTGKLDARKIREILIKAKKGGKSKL
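Luminescence read by CCD imaging after purified firefly luciferase (10nM final) was added to substrate buffer holding 10uM D-luciferin and 10uM ATP, pH 7.5, pre-dosed with compound.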
3T3 cytotox = Cytotoxic Profiling in NIH 3T3 Cell Line of Diverse Libraries Using Quantitative High-Throughput Screening | NIH 3T3 viability, CellTiter-Glo ATP luminescence, 48-72 h | Potency, µM (doses to about 96.7 µM), inactives show at the top dose activity change, negative = cytotoxicity, most hits filed as inhibitors | hit rate 4.3% among 94,000; further: potency means the concentration at half of the fitted maximal effect; nearly all actives have a fitted effect of over 55% in size
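Cytotoxicity is measured as loss of cellular ATP: NIH 3T3 cells (400/well) are exposed to compound for 48 or 72 hr at 37 °C, then CellTiter-Glo luminescence is imaged after 10 min at room temperature.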
IP6K1 inh = Primary qHTS assay for small molecule inhibitors of Inositol hexaphosphate kinase 1 (IP6K1) | Inositol hexakisphosphate kinase 1 (Homo sapiens), Q92551 | IP6K1 kinase, ADP-Glo luminescence, 2 h; stronger effect = lower value | activity change, % (series mostly up to about 58 µM) | hit rate 0.81% among 140,000 | AID 1645851, 2021; in the data active means activity change below about -25%
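ADP-Glo luminescence measures ADP made by human IP6K1 during a 2 h RT reaction with ATP/IP6 (mix at 1.3 mM/130 uM); top library doses 57.5 and 19.1 uM final.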
GPT2 inh = Primary qHTS assay for inhibitors of Glutamate pyruvate transaminase 2 (GPT2); AID 1671188, 2021; Alanine aminotransferase 2 (Homo sapiens), Q8TD30; Potency, µM (top dose mostly 57.7 µM), for inactives: top-dose activity change, negative = inhibition, hits mostly inhibitors; hit rate 0.25% among 100,000; Recombinant GPT2, coupled pyruvate oxidase/HRP Amplex Red fluorescence; further: potency means the concentration at half of the fitted maximal effect; nearly all actives have a fitted effect of over 60% in size; many of its hits are not listed in these tables
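Inhibition is scored from Amplex Red fluorescence generated when pyruvate oxidase and HRP act on pyruvate released by GPT2. Reactions contain 10ng/uL enzyme, 250uM a-KG and 2mM L-alanine and run 30 min at room temperature.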
SNCA expr inh = Primary qHTS assay for inhibitors of alpha-synuclein gene (SNCA) expression. HEK-293 SNCA-luciferase knock-in, luminescence, 24 h. Potency, µM (highest dose often 57.2 µM), for inactives: at the highest dose activity change, negative = inhibition, most hits filed as inhibitors. hit rate 0.17% among 140,000;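 further: potency means the concentration at half of the fitted maximal effect; plate controls were DMSO cells for no effect and cell-free wells for full effect; nearly all actives have a fitted effect of over 45% in size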
HEK293 tox = Cytotoxic Profiling in HEK 293 Cell Line of Diverse Libraries Using Quantitative High-Throughput Screening; HEK 293 viability, ATP luminescence (CellTiter-Glo), 48-72 h; Potency, µM (titrated, usually from 115 µM), inactives show at the top dose activity change, negative = cytotoxicity, actives largely listed as inhibitors; hit rate 6.6% among 94,000; AID 1345083, 2018; further: potency means the concentration at half of the fitted maximal effect; nearly all actives have a fitted effect of over 60% in size
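HEK 293 seeded at 250 cells/well receive compound via pintool. After 48 or 72 hr at 37 degree Celsius, 5% CO2 and 95% humidity, CellTiter-Glo is dispensed and luminescence read following 10 min at room temperature.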
* marks the source's active call; other numbers are inactive results; i = inactive; ? = inconclusive; nt = no result given; [ ] = remark or other dose. Unless noted, the call rests on the fitted dose curve; in most records, active means well fitted curve in the direction sought with a large enough effect; inconclusive means small, poorly fitted or top-dose-only effect, or another doubt; inactive means no such curve, though single readings can be large; an effect the other way counts as inactive or inconclusive. Unless noted, on the % scale 0 is the no-effect control and ±100 the full control effect.

The first 6 records as a preview:
SMILES	SNCA viab count	FLuc inh	3T3 cytotox	IP6K1 inh	GPT2 inh	SNCA expr inh	HEK293 tox
Cc1c(C(=O)OC2CCCC2)[nH]c2c1C(=O)CC(c1ccc(C(C)(C)C)cc1)C2 (centres undefined)	2%	nt	nt	12	nt	4%	nt
CCc1ccc(C(=O)N2CCN(C3(CC)CCN(C(=O)NC)C3)CC2)cc1 (centres undefined)	3%	?	-23%	3	1%	-2%	-21%
O=C(c1cccc(F)c1)N1CCC2(CC1)C(=O)NN=C2c1ccccn1	1%	4%	0%	-5	4%	9%	i
Cc1cc(C)n2nc(CNC(=O)c3ccccc3Cl)nc2n1	16%	nt	nt	19	nt	-10%	nt
Cc1ccc(-c2cc3c(=O)n(CCNC(=O)c4ccc(F)cc4)ccn3n2)c(C)c1	-3%	?	-26%	-3	i	70%[activator]	?
CN(C(=O)CSc1cn(CC(=O)N2CCCCC2)c2ccccc12)c1ccccc1	-20%	nt	nt	0	nt	18%	nt

The list itself, repeating the preview:
SMILES	SNCA viab count	FLuc inh	3T3 cytotox	IP6K1 inh	GPT2 inh	SNCA expr inh	HEK293 tox
Cc1c(C(=O)OC2CCCC2)[nH]c2c1C(=O)CC(c1ccc(C(C)(C)C)cc1)C2 (centres undefined)	2%	nt	nt	12	nt	4%	nt
CCc1ccc(C(=O)N2CCN(C3(CC)CCN(C(=O)NC)C3)CC2)cc1 (centres undefined)	3%	?	-23%	3	1%	-2%	-21%
O=C(c1cccc(F)c1)N1CCC2(CC1)C(=O)NN=C2c1ccccn1	1%	4%	0%	-5	4%	9%	i
Cc1cc(C)n2nc(CNC(=O)c3ccccc3Cl)nc2n1	16%	nt	nt	19	nt	-10%	nt
Cc1ccc(-c2cc3c(=O)n(CCNC(=O)c4ccc(F)cc4)ccn3n2)c(C)c1	-3%	?	-26%	-3	i	70%[activator]	?
CN(C(=O)CSc1cn(CC(=O)N2CCCCC2)c2ccccc12)c1ccccc1	-20%	nt	nt	0	nt	18%	nt
COc1cccc(CCC(=O)N2CCCC(CN3CCC(C)CC3)CC2)c1 (centres undefined)	-5%	-8%	-15%	-10	4%	-24%	?
CCCCn1c(=NC(=O)c2cc3ccccc3o2)c(C(=O)OCC)cc2c(=O)n3ccccc3nc21	7%	nt	nt	-15	nt	-6%	nt
Cc1ccc(C(=O)NC2CCN(c3cnn(CC4CC4)c(=O)c3)CC2)cc1C	-5%	-5%	-3%	9	i	-26%	-27%
CC(C)(C)C(=O)N1CCCC(C(=O)N2CCCC(c3nc4ncccc4[nH]3)C2)C1 (centres undefined)	-9%	nt	-17%	16	?	-6%	?
O=C(Cc1ccc(F)cc1)NC1CN(c2ccnc3ccnn23)C1	4%[87.6 µM]	nt	-29%[138 µM]	1	i	-2%[87.6 µM]	-27%[172 µM]
Cc1ccc(C2Cn3nnc(C(=O)N4CCC(C(=O)NCc5cc(F)cc(F)c5)CC4)c3CO2)cc1 (centres undefined)	-12%	16µM*	i	-1	-1%	103%[activator]	-6%
Cc1cnccc1CN(C)Cc1ccc2c(C)cc(=O)oc2c1	-2%	-2%	?	-15	-3%	1%	?
O=C(c1ccc2c(c1)N(Cc1cccc(F)c1)C(=O)c1ccccc1S2)N1CCOCC1	?	nt	nt	-4	nt	-7%	nt
COc1ccc(CCN(C)CCc2ccc(OC)c(OC)c2)cc1OC	-12%	nt	nt	nt	i	-10%	nt
COc1ccc(S(=O)(=O)c2c(C)c(NS(=O)(=O)c3ccccc3)cc(C)c2O)cc1	8%	nt	nt	-6	nt	-22%	nt
CC(=O)Nc1ccc(C(=O)N2CCN(c3cc(-c4ccc(F)cc4)[nH]n3)CC2)cc1	2%	5%	?	0	i	-21%	-30%
O=C(c1ccccc1)N1CCn2c(nnc2-c2cccnc2)C1	-2%	nt	i	0	i	3%	i
CCc1ccc(NC(=O)CC(c2cc(OC)c(OC)c(OC)c2)N2Cc3ccccc3C2=O)cc1 (centres undefined)	-3%	nt	nt	-11	nt	4%	nt
NC1CCCCN(Cc2ccc(-c3ccn[nH]3)s2)C1 (centres undefined)	9%	-12%	3%	0	-11%	12%	3%
c1ccc(CCCN[C@H]2CO[C@H]3[C@@H]2OC[C@@H]3n2cc(-c3ccccc3)nn2)cc1	?	-1%[172 µM]	?	14	-2%[88.5 µM]	-1%[87.6 µM]	?
CCC(C(=O)Nc1ccc(C)c(C)c1)n1c(=O)c(C(F)(F)F)nc2ccccc21 (centres undefined)	-3%	nt	nt	-3	nt	17%	nt
CCCNC(=O)c1coc(COc2ccc3c(c2)C(c2ccc(F)cc2)N(C(=O)C(C)C)CC3)n1 (centres undefined)	-22%	-15%	22µM*	3	2%	?	?
COc1ccc(OCC(=O)NCC(c2ccc(OC)cc2)N2CCOCC2)cc1 (centres undefined)	10%	nt	nt	-2	nt	42%[activator]	nt
CCN(C)C(=O)CCc1c(C)nn(-c2cccc(C)c2)c1Oc1ccc(F)cc1F	-9%	3%	?	-16	i	-11%	?

Overlap with the part before: two compounds, followed by the next part.
SMILES	SNCA viab count	FLuc inh	3T3 cytotox	IP6K1 inh	GPT2 inh	SNCA expr inh	HEK293 tox
COc1ccc(OCC(=O)NCC(c2ccc(OC)cc2)N2CCOCC2)cc1 (centres undefined)	10%	nt	nt	-2	nt	42%[activator]	nt
CCN(C)C(=O)CCc1c(C)nn(-c2cccc(C)c2)c1Oc1ccc(F)cc1F	-9%	3%	?	-16	i	-11%	?
CCN1C(=O)Cc2cc(C(=O)NCc3ccc(OC)cc3)ccc21	6%	-3%	-34%	5	-24%	39%[activator]	-9%
O=C(CCc1cc(Cl)no1)NCCc1noc(-c2ccccc2)n1	-16%[12.5 µM]	?	-21%	28	i	116%[activator]	-2%
CCn1ccc2cc(S(=O)(=O)N3CCCN(C(=O)Nc4ccc(C)cc4Cl)CC3)ccc21	-4%	nt	nt	16	nt	2%	nt
Nc1c(C(=O)Nc2cccc(C(F)(F)F)c2)c2ccccn2c1C(=O)c1ccccc1	9%	nt	nt	20	nt	-14%	nt
COc1ccccc1CC(=O)N1CCCc2ncc(C(=O)Nc3cccnc3)cc21	-5%[87.6 µM]	0%[172 µM]	-20%[138 µM]	17	-7%[88.5 µM]	27%[87.6 µM]	?
Cc1cccc(C)c1OCCCCn1c(C2CC(=O)N(c3ccc(F)cc3)C2)nc2ccccc21 (centres undefined)	-12%	nt	nt	-8	nt	?	nt
COCC(=O)N[C@@H]1CN(Cc2cccnc2)C[C@H]1CN(C)C	-3%	-1%	-13%	16	-32%	-16%	-10%
Cc1nc2c(c(-c3ccc(Cl)cc3)n1)CN([S+](=O)([O-])c1ccccc1)CC2	-1%	9%	?	-7	i	-10%	5%
O=C1CCN(C(=O)CCCc2ccccc2)CCCCCCN1	-3%	-2%	-15%	-6	-6%	5%	i
O=C(C[C@H]1NC(=O)c2ccccc2NC1=O)Nc1ccc(Cn2cncn2)cc1	-2%	-1%	i	3	i	22%	12%
